CHRM5 agonist = human M5 muscarinic receptor agonists, primary screen, CHO-K1 cells, Fluo-8 calcium fluorescence | CHO-K1 hM5 cells; 0% DMSO wells, 100% maximal acetylcholine response | 360,000 tested, 0.19% active | activation, % at 3 µM | Muscarinic acetylcholine receptor M5 (Homo sapiens), P08912;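 active = activation above the run's mean over test compounds plus 3 SD, cut at about 23% in these data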;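 also: signal is peak over basal fluorescence ratio across the kinetic read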
Target sequence (P08912 whole entry, looked up): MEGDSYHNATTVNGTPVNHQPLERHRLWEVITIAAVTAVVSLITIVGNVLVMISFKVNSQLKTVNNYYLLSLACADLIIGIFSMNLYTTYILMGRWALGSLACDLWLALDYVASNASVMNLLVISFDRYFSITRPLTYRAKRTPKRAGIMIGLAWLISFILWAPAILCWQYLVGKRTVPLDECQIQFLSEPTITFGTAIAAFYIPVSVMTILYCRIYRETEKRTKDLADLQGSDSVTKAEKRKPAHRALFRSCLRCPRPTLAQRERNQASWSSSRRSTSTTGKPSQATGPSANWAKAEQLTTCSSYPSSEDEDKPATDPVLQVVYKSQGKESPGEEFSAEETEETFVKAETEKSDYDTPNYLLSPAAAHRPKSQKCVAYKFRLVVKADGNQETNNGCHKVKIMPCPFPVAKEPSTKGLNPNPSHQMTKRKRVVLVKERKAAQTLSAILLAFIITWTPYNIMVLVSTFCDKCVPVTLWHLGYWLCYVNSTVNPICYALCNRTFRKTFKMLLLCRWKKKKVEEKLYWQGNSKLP
CHRM4 antagonist = human M4 muscarinic receptor antagonists, primary screen, CHO cells, Fluo-8 calcium fluorescence | Muscarinic acetylcholine receptor M4 (Homo sapiens), P08173 | CHO-hM4 cells, ACh EC80 | inhibition, % at 3 µM | 360,000 tested, 0.73% active;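 active = inhibition above its plate's cutoff, the mean inhibition of sample wells plus 3 SD, cut at about 27% in these data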;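 also: 0% = acetylcholine EC80 with DMSO and 100% = DMSO without agonist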
Target sequence (P08173 whole entry, looked up): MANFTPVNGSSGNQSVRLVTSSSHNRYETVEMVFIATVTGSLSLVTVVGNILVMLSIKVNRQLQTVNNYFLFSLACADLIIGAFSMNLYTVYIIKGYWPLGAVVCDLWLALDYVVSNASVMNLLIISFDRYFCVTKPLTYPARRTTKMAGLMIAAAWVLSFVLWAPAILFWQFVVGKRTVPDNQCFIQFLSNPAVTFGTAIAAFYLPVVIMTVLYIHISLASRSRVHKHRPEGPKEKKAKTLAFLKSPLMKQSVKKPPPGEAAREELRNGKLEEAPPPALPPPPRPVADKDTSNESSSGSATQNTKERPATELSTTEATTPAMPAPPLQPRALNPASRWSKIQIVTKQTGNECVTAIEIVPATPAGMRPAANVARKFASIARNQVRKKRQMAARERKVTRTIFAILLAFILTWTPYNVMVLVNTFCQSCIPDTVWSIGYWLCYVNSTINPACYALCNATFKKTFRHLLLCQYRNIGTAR
IDE inh = human IDE inhibitors in live cells, primary screen, fluorescence polarization, HEK cells, FAbetaB substrate. Insulin-degrading enzyme (Homo sapiens), P14735. FAbetaB cleavage. inhibition, % at 5.59 µM. 320,000 tested, 0.41% active;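 active = percent inhibition above the average of all tested compounds plus 3 SD, set per screening campaign, cut at about 16% in these data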;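 also: IDE supplied by intact live HEK cells; FP after avidin binding of uncleaved biotin substrate so inhibition keeps polarization high; 0% = DMSO wells and 100% = 60 µM reference IDE inhibitor Ii1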
CRFBP-R2 agonist = agonists of CRF-BP/CRF-R2 complex, primary screen, cell-based, HEK293, calcium dye fluorescence, uHTS | CRF-binding protein / CRF receptor 2 complex (human) | calcium dye fluorescence (FLIPR); percent of saturating CRF peptide response | activation, % at 13.2 µM | 350,000 tested, 0.46% active | AID 588473, 2011;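 active = activation of at least 50%, plus an integration ratio under a set limit after plate pattern correction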;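 also: plate controls were neutral control wells without compound for no effect and CRF at EC100 for full effect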
M5 PAM = human M5 muscarinic receptor positive allosteric modulators, primary screen, CHO-K1 cells, Fluo-8 calcium fluorescence; activation, % at 3 µM; 360,000 tested, 0.3% active; Muscarinic acetylcholine receptor M5 (Homo sapiens), P08912; CHO-K1 hM5, ACh EC20 PAM; 0% = ACh EC20, 100% = ACh EC100; AID 624038, 2012;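 active = activation above the run cutoff, the mean activation of all test compounds plus 3 SD, cut at about 18% in these data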
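System – CHO-K1 hM5 cells · Compound – 3 µM, single dose · Incubation – compound preincubation 140 s before EC20 acetylcholine addition · Technique – Fluo-8 calcium fluorescence · Measure – Max/basal fluorescence ratio as % of EC20–EC100 ACh window · Benchmarks – low control EC20 acetylcholine (0%), high control EC100 acetylcholine (100%) · Replication – singlicate, one well per test compound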
M5 antag = human M5 muscarinic receptor antagonists, primary screen, CHO cells, Fluo-8 calcium fluorescence; Muscarinic acetylcholine receptor M5 (Homo sapiens), P08912; CHO-hM5 cells, ACh EC80; inhibition, % at 3 µM; 360,000 tested, 0.59% active;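 active = inhibition above a per-plate cutoff, the mean of that plate's test compounds plus 3 SD, cut at about 27% in these data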;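 also: 0% = acetylcholine EC80 with DMSO and 100% = DMSO without agonist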
CRFR2-BP antag = antagonists of CRF-BP/CRF-R2 complex, primary screen, cell-based, HEK293, calcium dye fluorescence, uHTS; CRF-induced calcium fluorescence; inhibition, % at 11.8 µM; 350,000 tested, 0.59% active;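 active = inhibition of the ligand-induced calcium signal above about 50% at the single tested concentration, limit read from the data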
M4 PAM = human M4 muscarinic receptor positive allosteric modulators, primary screen, CHO-K1 cells, Fluo-8 calcium fluorescence | AID 624126, 2012 | activation, % at 3 µM | CHO-K1 hM4/Gqi5, ACh EC20; 0% = ACh EC20, 100% = maximal ACh | 360,000 tested, 0.4% active;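 active = activation above its plate's cutoff, the mean activation of sample wells plus 3 SD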; also: some results filed as inactive read as strong as hits
CHRM4 agonist = human M4 muscarinic receptor agonists, primary screen, CHO-K1 cells, Fluo-8 calcium fluorescence; Muscarinic acetylcholine receptor M4 (Homo sapiens), P08173; CHO-K1 hM4/Gqi5; vehicle 0%, full acetylcholine response 100%; activation, % at 3 µM; 360,000 tested, 0.14% active;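 active = activation above the run mean over all test wells plus 3 SD, cut at about 32% in these data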;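 also: peak over basal fluorescence ratio per well then scaled between controls; 0% = DMSO wells and 100% = acetylcholine at EC100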
Numbers without * were called inactive; / = not tested or not shown.

Molecule,CHRM5 agonist,CHRM4 antagonist,IDE inh,CRFBP-R2 agonist,M5 PAM,M5 antag,CRFR2-BP antag,M4 PAM,CHRM4 agonist
CC(C)C[C@H](NC(=O)c1nc[nH]c1C(=O)NC1CCNCC1)C(=O)OCc1ccccc1,-5,8,9,2.8,-5,13,-8,-2,0
CCCn1c(=O)c(C(=O)NCC2CCCO2)c(O)c2ccccc21 (stereo unspecified),-5,5,-1,-0.3,0,6,-5,-3,2
CCCn1c(SCC(=O)c2c[nH]c3ccccc23)nnc1-c1ccncc1,1,1,1,1.7,0,0,2,11,4
O=C(O)CSCC(=O)NCc1ccccc1,1,2,-14,-0.9,0,8,-2,3,1
CN1CCC(C(=O)C(=O)O)C1=O (stereo unspecified),8,-5,/,3.0,8,-7,28,11,1
CCOC(=O)C(C#N)C(Cc1ccccc1)c1ccco1 (stereo unspecified),-9,-1,9,1.4,1,3,-6,7,1
NS(=O)(=O)c1cc(C(=O)NCCc2ccccn2)ccc1Cl,2,0,-1,-0.9,-1,7,2,7,0
CCC1(CC)C(=O)C2=C3C1[C@H](C(=O)OC)CC(C(=O)OC)C[C@H]3n1c(=O)n(C)c(=O)n1[C@H]2C (stereo partly specified),1,-9,3,-0.9,1,6,0,7,1
Cc1nc(C(=O)Nc2ccc(Cl)cc2)sc1C1(C)CC(c2ccccc2)=NO1 (stereo unspecified),1,3,-3,0.0,5,6,2,6,1
Cc1cc(C)nc(N2CCC(C(=O)NCc3ccccc3F)CC2)n1,0,1,0,-1.6,1,0,2,1,1
CCOC(=O)N1CCN(c2ncc(C(F)(F)F)cc2Cl)CC1,-5,-6,4,1.7,-4,-8,-30,23*,1
Cc1ccc(C(=O)OCC(=O)Nc2sccc2C(N)=O)cc1NC(=O)c1ccco1,3,4,-2,0.9,-16,-3,-1,-11,10
CC(=O)Nc1ccc(NC(=S)Nc2ccc(Br)cc2)cc1,0,-3,0,0.3,-6,13,-7,5,5
COC(=O)c1ccc(N2C(c3cc(OC)cc(OC)c3)=Cc3ccc(OC)cc3C2CC(=O)c2ccco2)cc1 (stereo unspecified),1,-2,/,/,-5,3,/,6,1
COc1ccc(-c2n[nH]c3c2CN(C(=O)c2ccc(OC)c(OC)c2)CC3)cc1,-1,2,13,-0.3,-9,18,7,-1,8
C/C(=N\NC(=O)c1ccc(NS(=O)(=O)c2cccs2)cc1)c1ccc(C(C)(C)C)cc1,-4,-3,4,-1.2,0,10,25,4,0
COc1ccc(C2=NN(CN3C(=O)C(=O)c4ccccc43)C(c3ccc(Br)cc3)C2)cc1 (stereo unspecified),2,-4,2,-0.7,-3,0,-17,3,1
CCN(CC(=O)NCc1ccc(Cl)cc1)C(=O)CSc1cc(C)ccc1C,-4,-13,2,0.1,-1,2,-5,7,5
CCCC1C2CN(C(C)C)CC=C2C(C#N)=C(N)C1(C#N)C#N (stereo unspecified),-9,4,-8,38,-28,-1,-20,-8,4
C=CCc1cc(OC)ccc1OCCOCCN1CCc2ccccc2C1,-6,-4,1,-3.2,7,-6,0,-10,1
Cc1ccc(S(=O)(=O)N(C)c2ccc(OC(=O)c3cccs3)cc2)cc1C,-1,0,-5,3.6,-3,11,-4,-5,2
COc1ccccc1CC(=O)N1CCC(n2nccc2NC(=O)C2CCOC2)CC1 (stereo unspecified),-3,-3,0,0.3,-1,8,-14,4,1
Cc1cc(C)cc(-n2c(C)cc(/C=N\NC(=O)COc3cccc4cccnc34)c2C)c1,-5,2,3,-0.3,-10,8,-40,-9,2
O=c1cc(CO)oc(CN2CCN(Cc3ccccc3)CC2)c1O,-5,1,-3,4.5,2,-1,0,1,1
O=C(CSc1nc2[nH]ncc2c(=O)n1-c1ccccc1Cl)N1CCCC1,1,3,18*,-3.4,-2,9,5,4,1
Cc1cc(Cn2nc(-c3ccccc3)cc2C(=O)NCC2CC2)on1,1,-5,-3,-3.5,3,-10,-1,20,2
CCC(C)NCCOc1cc(C)cc(C)c1C (stereo unspecified),-6,8,1,-0.3,2,5,2,-1,1
Cc1ccc(C(=O)NCC(=O)NCC(=O)OCc2ccc(Oc3ccc([N+](=O)[O-])cc3)cc2)cc1,2,19,7,-1.2,-22,31*,9,-15,14
Cc1cc(-c2nc3c4c5c(sc4[nH]c(=O)n3n2)CCC5)c(C)o1,-2,-4,-4,1.1,6,-5,-17,7,0
CCOc1nc(CC)nc(NC(=O)NS(=O)(=O)c2ccccc2Cl)n1,-2,-10,4,-1.2,5,4,-23,0,0
CCCN(CCC)S(=O)(=O)c1cccc(C(=O)Nc2ccc3c(c2)OCO3)c1,-5,8,0,2.5,-9,4,-23,-13,-2
O=C1CN(C(=O)c2cccc(F)c2)C(c2ccc(F)cc2)c2cc(F)ccc2N1 (stereo unspecified),-8,52*,1,1.4,-23,14,-13,-19,8
CCOC(=O)C1=C(N)OC2=C(C(=O)CC(C)(C)C2)C1c1ccccc1OCC#N (stereo unspecified),-1,-1,2,-3.9,-1,3,4,6,0
COc1ccc(NC(=O)C2CC(=O)n3cnnc3S2)cc1 (stereo unspecified),-1,-10,-3,-1.5,-3,7,-3,9,1
OCCN(CCO)c1ncnc2c1oc1ccc(Br)cc12,1,11,4,1.3,-5,15,-2,21,3
CC1=C(C(=O)N(C)C)C(c2cccc(Cl)c2)NC(=O)N1 (stereo unspecified),0,-9,0,2.1,1,1,2,1,2
COc1ccc(NC(=S)N2CCN(c3ccccn3)CC2)cc1OC,-2,-3,2,0.8,-4,1,-10,5,1
Cc1cc(C)n(-c2ccc(C(=O)Nc3ccc(C)c(S(=O)(=O)N4CCOCC4)c3)cc2)n1,5,9,0,-1.4,-21,10,-13,-29,20
CCc1nc(-c2ccccc2)cc(=O)[nH]1,0,-3,-6,0.5,6,-10,9,2,2
CC1CC(C)CN(S(=O)(=O)c2ccc3c(c2)oc(=O)n3CC(=O)N2CCOCC2)C1 (stereo unspecified),0,2,6,-1.7,-4,4,17,0,2
COc1ccc(CN2CCN(C(=O)c3cccs3)CC2)cc1Br,-3,-8,2,-1.2,2,-13,-10,3,5
CC(C)C[C@H]1CN([C@@H](Cc2ccccc2)CN2CCC[C@H]2CN2C(=O)C(=O)NC[C@@H]2Cc2ccc(O)cc2)C(=O)C(=O)N1CC1CCCCC1,-3,-1,/,/,4,0,/,4,0
COc1ccc(C(C)(O)c2nc(-c3ccc(OC)c(OC)c3)cs2)cc1 (stereo unspecified),0,-17,/,/,3,3,/,25*,1
CCOc1ccc(CCNC(=O)COC(=O)c2c(OC)cccc2OC)cc1OCC,2,1,1,-0.2,5,-8,1,3,1
O=C(Nc1ccc(Cl)cc1)Nc1ccccc1NS(=O)(=O)c1cccs1,7,19,5,20,-19,44*,12,-19,23
COc1ccc(C(=O)COC(=O)c2nn(C)c(=O)c3ccccc23)c(OC)c1,-1,-4,-4,1.1,9,-6,-7,8,3
CCCS(=O)(=O)c1c(S(=O)(=O)CCC)c2c(C)cccn2c1C(=O)N/N=C/c1cc(O)cc(O)c1,3,-21,7,1.4,-4,2,-4,7,0
CCCc1nc(SCC(=O)O)c2sc(=S)n(-c3ccccc3)c2n1,-2,3,3,0.6,0,-3,14,-1,0
COc1ccccc1CNC(=O)c1ccc(C)s1,-1,-4,4,1.6,4,5,6,-4,1
N#Cc1ccc(S(=O)(=O)NC2CCCCNC2=O)cc1 (stereo unspecified),-4,-8,1,0.3,-4,2,3,5,0

Full records, quoted from the list. Order of screens: CHRM5 agonist, CHRM4 antagonist, IDE inh, CRFBP-R2 agonist, M5 PAM, M5 antag, CRFR2-BP antag, M4 PAM, CHRM4 agonist
CCCS(=O)(=O)c1c(S(=O)(=O)CCC)c2c(C)cccn2c1C(=O)N/N=C/c1cc(O)cc(O)c1 reads 3, -21, 7, 1.4, -4, 2, -4, 7, 0
O=c1cc(CO)oc(CN2CCN(Cc3ccccc3)CC2)c1O reads -5, 1, -3, 4.5, 2, -1, 0, 1, 1

Additional entries follow:
Molecule,CHRM5 agonist,CHRM4 antagonist,IDE inh,CRFBP-R2 agonist,M5 PAM,M5 antag,CRFR2-BP antag,M4 PAM,CHRM4 agonist
CC[C@H]1CN2CCc3cc(OC)c(OC)cc3[C@@H]2C[C@@H]1C[C@H]1NCCc2cc(OC)c(OC)cc21,-1,-9,3,2.7,-2,-3,15,4,-1
CCN(C(=O)CSc1ccc2ccccc2c1)C1CCS(=O)(=O)C1 (stereo unspecified),0,-5,5,-1.3,-3,8,15,3,1
COc1ccc(N2C(=O)CC(NC3CC3)C2=O)cc1 (stereo unspecified),2,1,-1,-0.7,-2,-3,-4,4,1
NNC(=O)c1ccc(COc2cccc3cccnc23)cc1,-4,-24,-1,-1.3,-6,-3,6,-6,8
Cc1ccc(OC(=O)CN2C(=O)c3ccccc3C2=O)cc1C,-3,1,-8,0.2,-4,-1,4,-5,1
O=C(Nc1ccc(Br)cc1F)c1ccc2c(c1)N(Cc1ccccc1)C(=O)CS2=O (stereo unspecified),-4,-7,1,1.7,-8,0,-18,-10,4
CC(C)(C)n1nnnc1C1c2ccccc2C(=O)N1CCc1c[nH]c2ccccc12 (stereo unspecified),3,-28,/,/,-8,-1,/,3,7
CN(C(=O)COc1ccccc1)c1nnc(-c2cccnc2)s1,-2,2,0,2.4,8,-10,5,7,1
O=C(NCc1ccccc1)C1CCC1,-1,-4,-3,-1.5,-1,-9,10,1,1
CC(=O)Nc1nc2ccccc2n1CCOc1ccccc1,-5,1,0,-0.8,11,-7,-11,7,1
CN1C(=S)SC(N(O)C(=O)Nc2ccccc2)C1(C)C (stereo unspecified),-4,11,0,0.5,4,18,16,12,2
COc1cccc(C(C)N(C)Cc2nc(-c3ccoc3)oc2C)c1 (stereo unspecified),-2,-1,3,0.5,5,-5,-12,1,1
Oc1ccccc1OCCOc1ccccc1OCCOc1ccccc1O,3,11,0,-1.4,-18,20,-8,-27,20
COc1cccc(NC(=O)CSc2nnc(-c3ccco3)c(-c3ccco3)n2)c1,2,10,3,-0.9,0,14,1,0,0
O=C(O)c1ccc(-n2c(/C=C/c3ccccc3)nc3ccccc3c2=O)cc1,-4,-13,2,1.8,-12,4,-3,-5,8
CCOC(=O)[C@@H]1[C@H]2COc3cc(OC)ccc3[C@@H]2N2C(=O)N(c3ccc(Br)cc3)C(=O)[C@]12C,1,-2,2,1.9,-2,6,6,4,2
CCOc1ccc(C(C)=O)cc1COC(=O)c1cnc(Cl)c(Cl)c1,3,-9,1,2.3,2,6,18,6,1
